KCNQ1 act = potentiators or activators of KCNQ1 channel, primary screen, cell-based, thallium flux, high-throughput; B-score at 10 µM; actives 0.35% (n = 310,000); CHO-K1 KCNQ1, thallium flux FluxOR fluorescence; stronger effect = higher value; Potassium voltage-gated channel subfamily KQT member 1 (Homo sapiens), P51787;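 active = fluorescence ratio B-score, a plate-corrected score, at least three library SD, with initial intensity B-score within 5 SD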
Target sequence (P51787 whole entry, looked up): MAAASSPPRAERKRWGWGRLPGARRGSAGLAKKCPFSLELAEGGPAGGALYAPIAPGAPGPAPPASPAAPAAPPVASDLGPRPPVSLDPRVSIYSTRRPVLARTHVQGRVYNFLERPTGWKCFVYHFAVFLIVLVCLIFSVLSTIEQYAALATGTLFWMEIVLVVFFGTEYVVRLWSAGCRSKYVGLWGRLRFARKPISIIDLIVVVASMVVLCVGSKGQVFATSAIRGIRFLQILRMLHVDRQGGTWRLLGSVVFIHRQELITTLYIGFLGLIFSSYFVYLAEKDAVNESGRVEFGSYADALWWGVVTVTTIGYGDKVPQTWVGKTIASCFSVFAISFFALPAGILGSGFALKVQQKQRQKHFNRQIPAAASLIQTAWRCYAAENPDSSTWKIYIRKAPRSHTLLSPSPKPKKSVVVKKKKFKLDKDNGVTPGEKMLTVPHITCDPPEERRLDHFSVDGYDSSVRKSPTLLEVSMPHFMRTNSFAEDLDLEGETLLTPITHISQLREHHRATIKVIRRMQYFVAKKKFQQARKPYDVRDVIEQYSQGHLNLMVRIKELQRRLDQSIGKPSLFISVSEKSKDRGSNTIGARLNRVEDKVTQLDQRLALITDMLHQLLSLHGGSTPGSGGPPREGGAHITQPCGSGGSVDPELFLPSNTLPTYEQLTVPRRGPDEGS
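System: Stable KCNQ1 CHO-K1 line | Incubation: 90 min dye loading and 20 min compound exposure, both at room temperature | Measure: Ratio B score | Medium: Assay buffer for compound exposure, DMSO matched across wells | Compound dosing: Single-concentration screen | Probe or stimulus: K+/Tl+ depolarizing stimulus | Measured by: Kinetic FluxOR fluorescence, 10 s baseline plus 110 s post-stimulus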
KCNK9 inh = KCNK9 potassium channel inhibitors, primary screen, HEK293 cells, thallium flux; FluxOR thallium flux fluorescence; stronger effect = lower value; actives 1.2% (n = 310,000); AID 488922, 2010; B-score at 10 µM; Potassium channel subfamily K member 9 (Homo sapiens), Q9NPC2;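 active = ratio B-score over 3 SD below the library mean, with starting fluorescence within 5 SD of its mean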;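 note: negative B-score means less thallium flux so channel inhibition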
Target sequence (Q9NPC2 whole entry, looked up): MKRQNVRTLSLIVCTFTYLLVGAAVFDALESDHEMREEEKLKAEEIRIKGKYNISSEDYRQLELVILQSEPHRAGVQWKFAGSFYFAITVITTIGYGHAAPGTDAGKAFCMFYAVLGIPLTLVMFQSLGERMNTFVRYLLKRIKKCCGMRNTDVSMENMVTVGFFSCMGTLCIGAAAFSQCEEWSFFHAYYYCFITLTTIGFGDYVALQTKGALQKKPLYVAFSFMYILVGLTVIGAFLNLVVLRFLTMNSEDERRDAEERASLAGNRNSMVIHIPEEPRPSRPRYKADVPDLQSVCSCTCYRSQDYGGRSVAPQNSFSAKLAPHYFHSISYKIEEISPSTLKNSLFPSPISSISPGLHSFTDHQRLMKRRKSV
PolyA inh = polyadenylation inhibitors in yeast reporter cells, primary screen, luminescence, S. cerevisiae; actives 0.02% (n = 300,000); S. cerevisiae SKY197-pL101 polyadenylation reporter, beta-gal luminescence; efflux-impaired pdr1/pdr3 knockout yeast; score 100 = 6 SD above DMSO; AID 1875, 2009; calls only at 12 µM;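 active = lowest replicate activity score at least 50, where 100 means six control SD above control mean; inconclusive = lowest score under 50 but half or more replicates reach 50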;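 note: yeast exposed to compound for 9 h at 30 °C; higher score means more reporter readthrough which indicates perturbed polyadenylation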
RGS4 pot = RGS4 potentiators or activators, primary screen, cell-based, HEK293 M3R inducible RGS4, calcium flux | actives 0.92% (n = 310,000) | carbachol calcium flux Fluo4; stronger effect = lower value | B-score at 10 µM | AID 463111, 2010;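 active = B-score of the integrated calcium signal more than 4 SD below the library mean, with starting fluorescence not abnormally high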;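 note: negative B-score means reduced calcium response which marks RGS4 activation or potentiation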
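Assay system: Inducible-RGS4 HEK293 cells carrying M3 receptor | Schedule: Compound preincubation 20 min at room temperature before agonist | Signal: Kinetic calcium fluorescence imaging with Fluo4-AM dye, 2 µM | Read-out basis: B score from integrated fluorescence ratio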
GSK3beta inhib = human GSK3beta kinase inhibitors, primary screen, biochemical, cell-free homogeneous, HTS | GST-GSK3beta kinase, ADP-Glo luminescence, 60 min; stronger effect = lower value | activity score (negative = inhibition), % at 10 µM | actives 0.038% (n = 300,000) | AID 2097, 2009;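 active = more than half of replicate wells score below -50%, meaning over 50% inhibition versus plate controls; inconclusive = some replicates but at most half score below -50%; inactive = no replicate scores below -50%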;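 note: 0% = median DMSO wells and -100% = median GW8510 positive control wells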
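test system = GST-tagged human GSK3beta kinase, cell-free | reagent = 25 µM ATP with peptide substrate | dosing = one dose of 10 µM per compound | schedule = 60 min reaction, RT | detection = luminescent ADP-Glo measurement of ADP formed | control set = DMSO neutral wells and GW8510 at 20 µM as positive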
HDAC3 inhib = HDAC3 deacetylase inhibitors, primary screen, biochemical, fluorescence, cell-free homogeneous; Histone deacetylase 3 (Homo sapiens), O15379; recombinant HDAC3, fluorogenic peptide/trypsin coupled; inhibition, % at 8.3 µM; actives 0.15% (n = 320,000); in the data active = inhibition above about 26%, passing the limit was not always enough; inconclusive = no clear call, values can overlap the other calls
hERG rescue = hERG rescue from dofetilide block, primary screen, cell-based, CHO-hERG, FluxOR thallium flux, dofetilide IC70; actives 0.51% (n = 310,000); dofetilide IC70 present; Voltage-gated inwardly rectifying potassium channel KCNH2 (Homo sapiens), Q12809; activation (rescue from dofetilide block), less the hit threshold, % at 10 µM;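 active = activation above the mean of controls blocked by dofetilide plus 5 SD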;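 note: thallium influx through hERG after potassium depolarization seen as dye fluorescence rise; in these data hits start at about 4.7%; inactives centre near -7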
KCNK3 block = human KCNK3 channel inhibitors, primary screen, CHO cells, FluxOR thallium flux, B-score; FluxOR fluorescence; stronger effect = lower value; B-score at 10 µM; actives 0.84% (n = 340,000);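 active = B-score under library mean minus 4 SD, starting fluorescence ratio at most library mean plus 5 SD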;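 note: more negative B-score means stronger inhibition of thallium flux through KCNK3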
GSK3A inh = blockers of GSK3A enzyme activity – biochemical, luminescence, cell-free homogeneous, HTS, primary screen; Glycogen synthase kinase-3 alpha (Homo sapiens), P49840; GSK-3 alpha kinase, ADP-Glo luminescence, 60 min; inhibition, % at 10 µM; actives 0.1% (n = 320,000); AID 2650, 2010;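 in the data active = inhibition above about 50%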;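 note: GST-tagged GSK-3 alpha with peptide substrate and 25 µM ATP; 0% = DMSO neutral wells and 100% = GW8510 positive control wells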
Dyrk1A ADPGlo = rat Dyrk1A kinase inhibitors, primary screen, biochemical, single point, plate reader; ADP-Glo luminescence, NFATc1 peptide; inhibition, % at 12.5 µM; actives 0.43% (n = 310,000); AID 504441, 2011; in the data active = inhibition above about 50%;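 note: plate controls were vehicle with enzyme for no effect and no enzyme for full effect; many of its hits are not listed in these tables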
KCNQ1 block = inhibitors of human KCNQ1 channel, primary screen, cell-based, thallium flux, high-throughput | AID 2642, 2010 | B-score at 10 µM | Potassium voltage-gated channel subfamily KQT member 1 (Homo sapiens), P51787 | CHO-K1 KCNQ1, FluxOR thallium flux fluorescence; stronger effect = higher value | actives 1.3% (n = 310,000);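 active = compounds whose thallium flux B-score, printed positive for inhibition, exceeds three library SD while starting fluorescence stays within three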;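 note: channel opened by potassium depolarization with thallium stimulus after 20 min compound exposure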
* marks the source's active call; other numbers are inactive results; i = inactive; ? = inconclusive; · = not tested or not shown.

SMILES	KCNQ1 act	KCNK9 inh	PolyA inh	RGS4 pot	GSK3beta inhib	HDAC3 inhib	hERG rescue	KCNK3 block	GSK3A inh	Dyrk1A ADPGlo	KCNQ1 block
CCN(Cc1ccccc1)Cc1ccc(OCc2ccccc2)c(OC)c1	i	i	i	i	-1.8	1.5	-12.0	i	-4.0	12.6	i
Cc1ccc(S(=O)(=O)NC(=O)N2CCCN(Cc3ccc(F)cc3)CC2)cc1	i	i	i	i	-5.6	-2.5	-5.4	i	2.6	-1.9	i
CCn1c(C)c(C(C)=O)c(SC)nc1=S	i	i	i	i	-24.6	5.7	-12.6	i	-0.6	1.3	i
Cc1cc(Cl)ccc1NC(=O)COC(=O)c1nc2nccc(C)n2n1	i	i	i	i	-0.5	3.4	-11.0	i	-1.1	-9.5	i
CCN(CC)S(=O)(=O)c1ccc(C)c(NC(=O)COc2ccc3c(C)cc(=O)oc3c2)c1	i	i	i	i	5.2	-5.1	-2.0	i	-4.8	-2.0	i
COc1ccccc1N1CCN(Cc2nc3ccsc3c(=O)[nH]2)CC1	i	i	i	i	-1.0	2.2	-11.2	i	-2.9	-3.3	i
CCOc1ccc(NC(=O)CN(C)C(=O)CCNC(=O)c2ccccc2Cl)cc1OCC	i	i	i	i	-3.0	3.8	-15.8	i	-3.1	-5.1	i
CC(C)CCNC(=O)CCn1nc(-c2ccccc2)ccc1=O	i	i	i	i	3.6	-4.8	-8.8	i	-2.0	-3.8	i
COc1cc(OC)c(NC(=O)CCNC(=O)Cn2ccc3ccccc3c2=O)cc1Cl	i	i	i	i	1.7	-1.0	-7.2	i	-5.5	-2.1	i
COc1cccc(-n2c(SCC(=O)Nc3cc(C)on3)nc3ccccc3c2=O)c1	i	i	i	i	4.2	-0.7	0.4	i	-0.5	2.3	i
CCCCCCCC(=O)N/N=C/c1cccnc1	i	i	i	i	1.9	-1.9	-3.2	i	-0.2	-3.8	i
COc1ccc(-c2n[nH]c(=S)n2Cc2ccccc2)cc1OC	i	i	i	i	3.8	-7.0	-1.4	i	4.1	9.1	i
CSc1nc(C)c(Cl)c(C)c1C#N	i	i	i	i	3.9	-5.1	-7.8	i	-4.3	5.1	i
C[N+](C)(C)CCCC(=O)c1ccc2c(c1)OCO2	·	·	i	·	-2.4	3.5	·	i	3.1	-3.1	·
CSc1ccc(CCNS(=O)(=O)c2ccc3c(c2)C(C)(C)C(=O)N3C)cc1	i	i	i	i	0.9	-2.9	-7.6	i	·	-1.2	i
CCCOc1cccc(C(=O)N(Cc2ccccc2)C2CCS(=O)(=O)C2)c1 (centres undefined)	i	i	i	i	2.7	5.9	-4.5	i	-1.3	2.8	i
CN(Cc1ccccc1)C(=O)c1cn(C)c2ccc(S(=O)(=O)N3CCCC3)cc2c1=O	i	i	i	i	0.3	1.6	-9.5	i	-0.4	-12.4	i
Cc1cc(C)cc(OCC(=O)OCC(=O)Nc2ccc(Cl)cn2)c1	i	i	i	i	1.0	1.1	-8.4	i	1.0	8.3	i
O=C(O)c1cccc(NC(=S)NC(NC(=O)c2ccccc2[N+](=O)[O-])C(Cl)(Cl)Cl)c1 (centres undefined)	i	i	·	i	-0.6	1.4	-2.2	i	-3.1	1.5	i
O=C(OC(C(=O)NC1CCCC1)c1ccncc1)C1=Cc2ccccc2OC1 (centres undefined)	i	i	i	i	-2.2	3.3	-7.5	i	-0.8	1.6	i
COc1ccc(NC(=O)O/N=C/c2ccc(N(C)C)cc2)cc1	i	i	i	i	1.2	?	-6.7	i	-0.2	-1.1	i
O=C(NCCCn1ccnc1)c1cc(C2CC2)on1	i	i	i	i	0.6	3.5	-8.2	i	-0.2	-1.5	i
Cc1ncoc1C(=O)N1CCCC(N2CCN(c3cccc(C(F)(F)F)c3)CC2)C1 (centres undefined)	i	i	i	i	-2.9	10.9	-3.6	i	-1.1	-4.1	i
CCCC(=O)Oc1cccc(C2NC(=O)c3ccccc3O2)c1 (centres undefined)	i	i	i	i	1.5	1.7	-5.0	i	1.2	0.1	i
COC(=O)[C@H](C)NC(=O)NCCC1=CCCCC1	i	i	i	i	4.4	-5.0	-2.9	i	-2.0	1.8	i
CCCCCC(C)NC(=O)CN1C(=O)NC(C)(c2ccc3ccccc3c2)C1=O (centres undefined)	i	i	i	i	0.2	0.2	-10.9	i	-3.5	-1.6	i
CC(C)C[C@H](NC(=O)c1[nH]cnc1C(=O)N[C@@H](C)c1ccccc1)C(=O)OC(C)(C)C	i	i	i	i	2.4	?	-12.5	i	-1.2	0.4	i
O=C(N/N=C/c1cccs1)c1ccc2ccccc2c1	i	i	i	i	-3.4	-2.4	-12.9	i	0.3	-0.4	i
CC(=O)c1nn(-c2ccc(Br)cc2)cc1C(=O)c1ccco1	i	i	i	i	-0.2	-2.7	-10.7	i	-1.3	2.0	i
CCc1c(C(=O)Nc2ccc(C)c(C)c2)[nH]c(C)c1C(C)=O	i	i	i	i	1.3	11.2	-1.6	i	-1.9	-0.7	i
CC(OC(=O)c1ccc(S(=O)(=O)NCc2ccco2)cc1)C(=O)Nc1ccc(Cl)cn1 (centres undefined)	i	i	i	i	-2.0	-2.5	-13.1	i	-0.6	-6.8	i
Cn1nc(CC(=O)Nc2ccc3c(c2)CCC3)c2ccccc2c1=O	i	i	i	i	1.7	·	-10.3	i	·	48.2	i
CCN(Cc1ccccc1)C(=O)CN1C(=O)COc2ccc(S(=O)(=O)N3CCCCCC3)cc21	i	i	i	i	-0.2	?	-15.4	i	-1.6	-1.9	i
O=c1ccc(-c2ccc(S(=O)(=O)Nc3ccccc3Cl)o2)n[nH]1	i	i	i	i	-6.1	0.2	-6.2	i	-0.1	-1.7	i
CC[C@H](C)NC(=O)CCCCCn1c(=S)[nH]c2c([nH]c3ccc(OC)cc32)c1=O	i	i	i	i	0.9	-2.2	2.0	i	-0.5	·	i
Cc1ccc(NC(=O)CN2C(=O)COc3ccc(S(=O)(=O)N4CCOCC4)cc32)cc1F	i	i	i	i	-3.2	-0.5	-5.4	i	-0.6	2.3	i
CCCCC(=O)N=c1sc2c(OC)ccc(OC)c2n1C	i	i	i	i	2.9	-3.3	-8.1	i	-2.5	0.7	i
O=C(/C=C/c1ccc(Br)o1)Nc1nccs1	i	i	i	i	-2.3	-4.3	-13.7	i	6.3	2.9	i
Cc1cc(C)c2c(N)c(C(=O)NN3CC(=O)N(c4cccc(Cl)c4)CC3=O)sc2n1	i	i	i	i	0.2	-43.2	-6.0	i	-1.9	0.3	i
O=C(CCCOc1ccc(Cl)cc1)Nc1cccc(C(=O)O)c1	i	i	i	i	2.9	4.1	-4.7	i	-6.9	-0.9	i
CCOC(=O)c1sc2nccc(N(C)C)c2c1N=CNOCc1ccccc1	·	·	i	·	-0.1	-8.3	·	i	-0.9	4.8	·
COc1ccc(/C(N)=N/OC(=O)c2cccc([N+](=O)[O-])c2C)cc1	i	i	i	i	4.2	1.5	-10.4	i	-3.2	·	i
Cc1ccc(N(CN2C(=O)c3ccccc3C2=O)C(=O)c2ccc([N+](=O)[O-])cc2[N+](=O)[O-])cc1	i	i	i	i	1.7	1.0	-4.8	i	-0.5	1.9	i
CSc1cccc(CNC(=O)C2CCC(=O)N(CCCN3CCCC3=O)C2)c1 (centres undefined)	i	i	i	i	0.0	3.4	-6.2	i	-13.6	-2.8	i
O=C(CSc1nnc(CNC(=O)C23CC4CC(CC(C4)C2)C3)n1-c1ccc(F)cc1)Nc1ccccc1	i	i	i	i	1.0	-7.7	-6.2	i	0.9	-5.8	i
C[C@]12CCC3C(CC[C@H]4CCCC[C@]34C)C1CC[C@@]2(O)CNCCO (some centres undefined)	i	i	i	i	-0.3	-7.2	-2.5	i	7.2	2.2	i
N#C/C(=C(\O)c1ccco1)c1ccccn1	i	i	i	i	1.5	11.2	0.0	i	-2.2	5.8	i
O=C(CSc1ccccc1C(=O)O)NCC1CCCCC1	i	i	i	i	-3.6	1.9	-3.3	i	-0.8	·	i
CC1CCCCC1NC(=O)CSc1nc2ccccc2[nH]1 (centres undefined)	i	i	i	i	-1.4	8.4	-4.6	i	0.5	-2.2	i
Brc1ccccc1Cn1c(-c2cscn2)nc2ccccc21	i	i	i	i	1.6	-1.0	-10.2	i	-7.4	2.0	i
Cc1ccc(S(=O)(=O)CC(=O)c2cc(C)c(O)c(C)c2)cc1	i	i	i	i	-2.3	5.0	-12.1	i	-1.4	-2.3	i

Screening data as filed in PubChem.

This is a subset (hit frequency here may not be typical).
